# Assay outcomes as filed in PubChem BioAssay.
# GAA glycogen – qHTS Assay for Inhibitors and Activators of Human alpha-Glucosidase Cleavage of Glycogen. hit rate 0.38% among 300,000. Potency, µM (top dose mostly 76.4 µM), for the others: at the highest dose activity change, negative = inhibition, most hits filed as inhibitors. recombinant GAA, glycogen substrate, Amplex Red glucose oxidase fluorescence. Lysosomal alpha-glucosidase (Homo sapiens), P10253. AID 2100, 2009;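 note: potency is the fitted concentration of half-maximal effect; 0% = full enzyme reaction and -100% = no-enzyme basal signal; the screen sought inhibitors and activators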
#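 Recombinant enzyme (4 nM final) with compounds titrated up to 77 uM and bovine liver glycogen (30 ug) in citrate pH 5.0, 0.01% Tween-20, 37 C 40 min. Released glucose detected by Amplex Red/glucose oxidase (Ex 573/Em 610); AC50 from Hill fits.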
# aGlu spleen mod – qHTS Assay for Inhibitors and Activators of Human alpha-Glucosidase From Spleen Homogenate; Potency, µM (series often up to 79.9 µM), without a hit: top-dose activity change, negative = inhibition, actives largely listed as inhibitors; human spleen homogenate, 4-MU-alpha-glucoside fluorescence; Lysosomal alpha-glucosidase (Homo sapiens), P10253; hit rate 0.006% among 240,000;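 note: potency is the fitted concentration of half-maximal effect; 0% = enzyme with vehicle and -100% = no enzyme basal signal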
#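 Compounds were titrated against alpha-glucosidase in spleen homogenate at pH 5.0, with 1 mM 4-methylumbelliferyl substrate for 40 min at 37 C. Reactions were quenched with pH 10 NaOH/glycine and fluorescence measured.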
# HTT ATP protect – qHTS Multiplex Assay to Identify Dual Action Probes in a Cell Model of Huntington: Cytoprotection (ATP); hit rate 0.14% among 230,000; Potency, µM (doses to about 56.4 µM), for the others: cytoprotection (ATP increase), actives largely listed as activators; PC12 HTT-Q103 induced, cytoprotection, ATP luminescence, 40 h;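 note: potency is the fitted concentration of half-maximal effect; % of control where 0% means no effect; nearly all actives have a fitted effect of over 45% in size; toxic huntingtin expression switched on by the ecdysone agonist tebufenozide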
#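 Compounds added alongside 100 nM tebufenozide, which induces toxic Q103 huntingtin exon 1-GFP in stable PC12 cells; surviving cells quantified by luminescent ATP measurement. Medium: phenol red-free DMEM, 5% equine and 5% calf serum.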
# GAA inhib – qHTS Assay for Inhibitors of Human alpha-Glucosidase as a Potential Chaperone Treatment of Pompe Disease. Lysosomal alpha-glucosidase (Homo sapiens), P10253. purified human GAA, 4-MU-alpha-glucoside fluorescence. Potency, µM (series often up to 76.9 µM), inactives show at the highest dose activity change, negative = inhibition, hits mostly inhibitors. hit rate 0.005% among 200,000;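 note: potency is the fitted concentration of half-maximal effect; plate controls were uninhibited enzyme wells for no effect and no-enzyme background for full effect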
#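 Human enzyme at 4 nM with 400 uM 4-methylumbelliferyl-alpha-D-pyranoside, citrate/phosphate buffer pH 5.0, 0.005% Tween-20, 20 min at room temperature. Compounds up to 77 uM. 4-MU fluorescence (Ex 365/Em 440) read after NaOH/glycine stop; AC50 from Hill fit.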
# Lamin A splicing – qHTS Assay for Modulators of Lamin A Splicing; HeLa LMNA splicing GFP/RFP minigene ratio, 48 h; Potency, µM (doses to about 46.1 µM), without a hit: at the top dose ratio change, negative = inhibition, hits mostly inhibitors; hit rate 0.01% among 200,000; active = well fitted inhibition curve with a large enough effect in the signal ratio, with a control signal flat, not every such curve was filed as active; inconclusive = small, poorly fitted or top-dose-only effect, or effect the other way, or a change in a side signal; the % refers to the signal ratio; note: potency is the fitted concentration of half-maximal effect; % is set by controls: 0 for no effect and ±100 for the full control effect
#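 S3 HeLa stable clones carrying a lamin A-EGFP splicing minigene plus DsRed2 were seeded at 600 cells/well in Opti-MEM with 2% FBS, pin-dosed and incubated 48 h at 37°C. Acumen cytometry (488 nm) gave the GFP/RFP total-intensity ratio.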
# HttQ103 aggreg – qHTS Multiplex Assay to Identify Dual Action Probes in a Cell Model of Huntington: Aggregate Formation (GFP); hit rate 1.1% among 220,000; PC12 HttQ103-GFP aggregates, Acumen cytometry, 40 h; Potency, µM (series often up to 46.1 µM), without a hit: top-dose activity change, negative = inhibition, actives largely listed as inhibitors; AID 1688, 2009; note: potency is the fitted concentration of half-maximal effect; % is set by controls: 0 for no effect and ±100 for the full control effect; nearly all actives have a fitted effect of over 60% in size
#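 Read-out: GFP aggregate count by laser scanning cytometer (488 nm excitation, 500-530 nm emission, 1–25 µm objects >6 SD above background). Cells: PC12, inducible HTTex1-Q103-GFP, 100 nM tebufenozide; compounds titrated.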
# CBFb RUNX1 block – qHTS Assay for Compounds Blocking the Interaction Between CBF-beta and RUNX1 for the Treatment of Acute Myeloid Leukemia. Runt-related transcription factor 1 (Homo sapiens) + Core-binding factor subunit beta …. AlphaScreen CBFb-His/RUNX1-biotin binding, biochemical. Potency, µM (top dose mostly 59.8 µM), without a hit: top-dose activity, negative = inhibition, usual class: inhibitors. 230,000 tested, under 10 active. AID 1477, 2009; note: % of control where 0% means no effect
# Target sequence (Q01196 whole entry, looked up): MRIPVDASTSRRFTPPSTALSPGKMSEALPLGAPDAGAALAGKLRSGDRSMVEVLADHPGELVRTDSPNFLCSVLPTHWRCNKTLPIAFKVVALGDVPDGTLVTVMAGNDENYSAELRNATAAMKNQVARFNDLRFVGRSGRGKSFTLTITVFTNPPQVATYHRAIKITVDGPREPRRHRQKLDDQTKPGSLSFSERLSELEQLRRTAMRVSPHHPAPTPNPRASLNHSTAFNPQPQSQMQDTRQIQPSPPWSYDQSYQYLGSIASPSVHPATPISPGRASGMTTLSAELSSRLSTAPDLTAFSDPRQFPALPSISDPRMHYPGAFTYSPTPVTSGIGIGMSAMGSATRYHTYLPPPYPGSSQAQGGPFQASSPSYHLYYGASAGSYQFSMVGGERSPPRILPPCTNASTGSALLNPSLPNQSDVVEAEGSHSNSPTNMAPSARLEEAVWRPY
# Target sequence (Q13951 whole entry, looked up): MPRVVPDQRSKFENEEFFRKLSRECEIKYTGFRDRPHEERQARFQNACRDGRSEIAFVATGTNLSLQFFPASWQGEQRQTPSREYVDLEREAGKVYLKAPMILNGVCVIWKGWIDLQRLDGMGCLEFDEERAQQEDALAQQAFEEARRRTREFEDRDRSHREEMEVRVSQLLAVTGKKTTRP
#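 Compounds were screened at multiple concentrations against a preformed CBF-beta(His)/RUNX1(biotin) complex (30 nM of each) for 15 min at room temperature, followed by 90 min with nickel and streptavidin beads and AlphaScreen reading.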
# An asterisk follows results filed as active; ? = inconclusive; . = not tested or not shown; & = joins results of further samples; ! = not active in a repeat; [ ] = remark or other dose. Unless noted, calls come from the whole dose curve; as a rule, active = well fitted curve in the direction sought with a large enough effect; inconclusive = small, poorly fitted or top-dose-only effect, or another doubt; inactive = no such curve, though single readings can be large; an effect the other way counts as inactive or inconclusive.
# Values in the order: aGlu spleen mod | GAA glycogen | CBFb RUNX1 block | Lamin A splicing | HttQ103 aggreg | HTT ATP protect | GAA inhib
Cc1ccc(C(=O)N/C(=C\c2ccc(Cl)cc2)C(=O)NCC2CCCO2)cc1 (centres undefined)
 : -1% | -5% | -4% | -13% | 23% | -1%[1.9 µM] | -6%
Cc1cc(C)nc(SCC(=O)Nc2ccc(S(=O)(=O)Nc3nccs3)cc2)n1
 : -1% | 4% | 6% | -3% | 11% | 22%[1.9 µM] | -17%
S=c1[nH]nc(Cn2nnc3ccccc32)n1-c1ccccc1
 : -6% | 9% | 1% | ? | -7%[9.22 µM] | 6%[10 µM] | ?
COc1ccc(-c2noc(CCCC(=O)O)n2)cc1
 : -14% | -1% | 8% | 2% | -11% | -6% | -1%
Cc1ccc(C(CC(=O)O)C2CCOC(C)(C)C2)cc1 (centres undefined)
 : -8% | 5% | 3% | 3% | -1%[9.22 µM] | -14% | 5%
CCOC(=O)C(CC)Sc1nnc2c3cc(C)ccc3n(C)c2n1 (centres undefined)
 : -9% | -14% | 12% | ? | 18% | -28% | -5%
Cc1nn2c3ccccc3n(Cc3ccccc3)c2nc1=O
 : 2% | -3% | 2% | -20% | 20% | -4%[10 µM] | -1%
Cc1ccc(-c2nn(-c3ccccc3)cc2C=C2C(=O)CC(C)(C)CC2=O)cc1
 : 6% | 1% | 11% | ? | 11% | 9% | 5%
O=c1[nH]cnc2c1ncn2C1OC(CO)C(O)C1O (centres undefined)
 : -3%&2%&3% | . | 1%[21.7 µM] | ? | -6% | 8.9µM*! | .
Cc1ccc(C)c(NC2=NCC(=O)N2c2ccc3c(c2)OCCO3)c1
 : -1% | 6% | -5% | 0% | 18% | -15%[10 µM] | 2%
COC(=O)c1ccc(OCC(=O)c2ccc(C)c(C)c2)cc1
 : -6% | 7% | 24% | ? | 10% | . | ?
Cc1ccnc2nc(C(=O)Nc3nnc(-c4ccc(Cl)cc4)o3)nn12
 : -8% | -18% | -24% | . | 22% | -42%[inhibitor] | 4%
C/C(=C\C(=O)O)C(=O)Nc1nccs1
 : -7% | -1% | -3% | 0% | 0.11µM* | 2% | 3%
Cc1noc(C)c1-c1cc(NCc2ccccc2)ncn1
 : 11% | . | . | -8% | . | 33% | .
O=C(O)C1C2C=CC(O2)C1C(=O)NC1CCCc2ccccc21 (centres undefined)
 : -16% | -5% | -1% | -10% | 6% | -5% | 10%
O=c1[nH]c2cc3c(cc2cc1C(c1nnnn1C1CCCC1)N1CCSCC1)OCCO3 (centres undefined)
 : -11% | -10% | 0% | 7% | -9% | -7% | 8%
O=c1c2c(nc3nc[nH]n13)CCC2
 : -4% | -4% | 3% | 16% | 4%[9.22 µM] | 7% | -6%
CC(C)(C)C1CCC(C(=O)Nc2ccccc2)CC1 (centres undefined)
 : -19% | 0% | 3% | 6% | -1% | -1% | -9%
C/C(=N/OCc1ccc(Br)cc1)c1ccccn1
 : . | -8% | 16% | ? | 1% | -30% | -9%
O=C(CSc1ncn(-c2ccccc2)n1)Nc1nncs1
 : 2% | -1% | ? | . | 30% | -67% | -1%
CSc1nc(SC(C)C(=O)O)c2c3c(sc2n1)COC(C)(C)C3 (centres undefined)
 : -7% | 2% | 3% | . | 4%[9.22 µM] | 8%[10 µM] | .
N=C1C(c2ccccc2)=C(O)CN1NC(=O)c1ccc(Cl)cc1
 : 3% | 2% | 1% | . | 7% | -16% | 9%
CC1=CC(c2ccccc2)n2nc(N3C(=O)CCC3=O)nc2N1 (centres undefined)
 : ? | -4% | -13% | -6% | -2% | 10%[1.9 µM] | ?
CCOC(=O)C(C)Sc1nnc(-c2ccccc2O)n1Cc1ccccc1 (centres undefined)
 : -4% | -9% | 2% | 2% | 8% | 0%[10 µM] | 3%
Cc1cccc(-n2c(O)c(C=Nc3ccc(O)cc3)c3ccccc3c2=O)n1
 : -13% | 13% | -1% | ? | 30% | . | -11%
CCN(CC)C(=O)Cc1c(O)c2ccccc2[nH]c1=O
 : 0% | -10% | -1% | . | -11%[9.22 µM] | -10%[10 µM] | .
Cn1nnnc1SCC(=O)NCc1ccco1
 : -2% | 3% | 5% | 11% | ? | -15% | 5%
CCOC(=O)c1cccc(NC(=O)CCc2nc(-c3ccc(C)cc3)no2)c1
 : -8% | 8% | 5% | 7% | 10% | -8% | -1%
CCCCNC(=O)CSc1nc2ccc(NC(=O)CSc3nnc(COc4ccccc4C)n3C)cc2s1
 : -4% | -3% | 2% | 10% | 4% | -22% | -24%
O=C(NCc1ccccn1)c1cccc([N+](=O)[O-])c1
 : -7% | -5% | -1% | 14% | 0% | -29% | 3%
O=C(CC1SC2=NCCN2C1=O)Nc1ccc(Br)cc1 (centres undefined)
 : -8% | -1% | 1% | -4% | -17% | 20%[10 µM] | 1%
NC(=O)CSc1nc2ccccc2n1-c1ccccc1
 : -2% | -3% | 7% | -10% | -14% | -17%[10 µM] | -29%
COc1cc(C(=O)Nc2ccccc2N2CCOCC2)ccc1OCc1c(C)noc1C
 : 3% | 7% | 7% | 6% | ? | . | -2%
Cc1c(C(=O)O)c(C(=O)O)nc2ccc(N3CCOCC3)cc12
 : -1% | 10% | -16% | . | 9% | . | -11%
O=C(NCCc1csc(-c2cccnc2)n1)c1c(F)cccc1F
 : 3% | 8% | -8% | . | -1%[9.22 µM] | -8%[10 µM] | .
O=C(NC1CCCCC1)C(c1cccs1)N(CC1CCCO1)C(=O)c1csnn1 (centres undefined)
 : -17% | -5% | -3% | 10% | 0% | 2% | -4%
COc1ccc(-c2noc(CSc3nnc(Cc4ccccc4)n3-c3ccc(Cl)cc3)n2)cc1
 : -2% | -27% | -6% | ? | ? | -88%[inhibitor] | -14%
Cc1nn(C)c(C)c1CN(C(=O)CCc1nnc(Cc2c[nH]c3ccccc23)o1)C(C)C
 : -3% | -1% | -1% | 13%[46 µM] | 15%[9.22 µM] | 38%[10 µM] | 5%
COc1ccc(C(C#N)N2CCCCCC2)cc1OC (centres undefined)
 : 5% | 7% | 4% | 0% | -4% | 4% | -1%
COCCCNC(=S)Nc1ccc(C)cc1
 : 5% | 0% | 3% | . | -3%[9.22 µM] | 5%[10 µM] | .
Cn1c(=O)c2c(nc(N/N=C/c3ccco3)n2C)n(C)c1=O
 : -2% | 8.9µM* | 13% | . | -16%[9.22 µM] | -28%[10 µM] | ?
N#CCN1CCC/C1=C\[N+](=O)[O-]
 : -11% | 8% | 2% | 2% | 5% | -5%[10 µM] | -4%
CCCC[C@@H]1C[C@H]1C(NC(=O)c1cccs1)c1ccc(-c2ccccc2)cc1 (some centres undefined)
 : -5% | . | -6% | . | . | -47%[inhibitor] | .
COCCCNC(=O)CCc1nnc(Cc2ccc(-c3ccccc3)cc2)o1
 : 4% | -10% | 10% | . | -14%[9.22 µM] | 1%[10 µM] | .
Cc1ccc(C)c(NC(=S)N/N=C2/CCCCc3ccccc32)c1
 : -7% | ? | 7% | ? | -11% | -9%[10 µM] | -19%
CN(C)c1nc(-c2ccccc2)ns1
 : -2% | 0% | 3% | . | -4%[9.22 µM] | -16%[10 µM] | .
COC(=O)c1ccc(C(=O)OC)c(NC(=S)N2CCN(C)CC2)c1
 : 1% | 6% | 2% | -7%[46 µM] | 4%[9.22 µM] | -44%[inhibitor] | ?
O=S(=O)(c1ccc(-c2csc(-c3cccnc3)n2)cc1)N1CCOCC1
 : -16% | 5% | -3% | ? | 6% | -29% | ?
COc1cccc(CN2C(=O)C3CCCN3c3ccc(S(=O)(=O)N4CCOCC4)cc32)c1 (centres undefined)
 : -16% | -5% | -1% | 3% | -9% | -11% | 0%
C=C(C)COc1ccc(-c2n[nH]c(C)c2-c2ccc(OC)c(OC)c2)c(O)c1
 : -4% | -16% | -9% | . | -23%[9.22 µM] | -48%[inhibitor][10 µM] | .
CCOc1ccc(N=Cc2c(C)[nH]n(-c3nc4ccccc4[nH]3)c2=O)cc1
 : -6% | 3% | ? | -2% | 4% | -36%[1.9 µM] | -25%
COc1cc(CCCN2C(=O)C(=O)NC[C@@H]2Cc2ccc(O)cc2)cc(OC)c1OC
 : 2% | 0% | 10% | . | ? | 14%[10 µM] | .
Cc1ccc2c(Cl)c(C(=O)NCCCn3ccnc3)sc2c1
 : -4% | 3% | -1% | -5% | -19% | -9%[10 µM] | 5%
CN(C)S(=O)(=O)c1cccc(NC(=O)COC(=O)CNC(=O)c2cccc([N+](=O)[O-])c2)c1
 : -4% | -9% | 6% | . | 4%[9.22 µM] | -18%[10 µM] | .
O=C(N/N=C/c1ccco1)c1ccc(OCc2ccccc2)cc1
 : -2% | 5% | ? | . | -11%[9.22 µM] | -17%[10 µM] | -5%
O=C(Nc1nc2ccc(C(=O)N3CCCCC3)cc2s1)C1CCCCC1
 : 2% | -4% | 0% | ? | -13%[9.22 µM] | -26%[10 µM] | -7%
Cc1cc(C)c(NC(=O)Cn2c(=O)n(-c3ccc(CC(=O)NCC4CCCO4)cc3)c(=O)c3ccccc32)c(C)c1 (centres undefined)
 : 7% | 1% | 1% | ? | 28% | -23% | -14%
CCn1c(SCC(=O)NCCc2ccc(OC)c(OC)c2)nc2c1c(=O)n(C)c(=O)n2C
 : -2% | -11% | 2% | -1% | 0% | 1% | 4%
COc1ccc(-c2noc(CN(C(=O)C(C)(C)C)C(C)C)n2)cc1
 : 1% | 4% | 9% | -13% | -8% | 3%[10 µM] | -7%
COc1ccc(NC2(c3ccccc3)OC(=O)c3ccccc32)cc1 (centres undefined)
 : 5% | 8% | -2% | . | 18% | -27% | -2%
CN(CC(=O)Nc1ccc(Cl)c(Cl)c1)Cc1nnc(-c2ccc(F)cc2)o1
 : 1% | -2% | 8% | . | -26% | -14% | -8%
CC1(C)CC(=O)C(C(c2cccnc2)C2C(=O)CC(C)(C)CC2=O)C(=O)C1
 : 5% | 14% | 6% | -2% | 3% | 0% | 0%
